From PubChem
HTRA1 inh – blocks human HTRA1 serine peptidase; Q92743; recombinant HTRA1, FP-rhodamine activity-based probe, fluorescence polarization; inhibition, % at 5.96 µM; 340,000 compounds, 0.5% hits; AID 504803; in the data active means inhibition above about 36%;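 further: 0% = enzyme with DMSO and 100% = wells lacking enzyme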
Target sequence (Q92743 whole entry, looked up): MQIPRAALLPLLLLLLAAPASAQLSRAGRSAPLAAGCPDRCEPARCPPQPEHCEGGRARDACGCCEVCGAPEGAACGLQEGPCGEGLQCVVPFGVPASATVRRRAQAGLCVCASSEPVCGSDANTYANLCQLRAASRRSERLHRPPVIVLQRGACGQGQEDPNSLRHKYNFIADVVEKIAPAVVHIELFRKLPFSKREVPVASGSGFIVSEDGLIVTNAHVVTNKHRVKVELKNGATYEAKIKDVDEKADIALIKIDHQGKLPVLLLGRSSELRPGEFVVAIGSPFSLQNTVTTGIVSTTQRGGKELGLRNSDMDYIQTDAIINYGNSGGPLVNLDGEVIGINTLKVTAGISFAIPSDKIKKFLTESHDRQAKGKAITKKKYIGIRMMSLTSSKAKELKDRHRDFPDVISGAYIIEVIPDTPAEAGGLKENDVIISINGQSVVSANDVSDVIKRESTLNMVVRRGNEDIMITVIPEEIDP
* marks the source's active call; other numbers are inactive results. Not all compounds are listed; the hit share may differ from the screen's.

HTRA1 inh	compound
-42.3	C[C@]12C(=O)N(c3cccc(Cl)c3)C(=O)N1[C@H]1c3ccccc3OC[C@@H]1[C@H]2c1ccccc1
-7.1	O=c1c(O[C@@H]2O[C@H](CO)[C@@H](O)[C@H](O)[C@H]2O)c(-c2ccc(O)cc2)oc2cc(O)cc(O)c12
-3.2	O=C(Cc1ccccc1)Nc1scc(-c2ccccc2)c1C(=O)N1CCOCC1
3.8	CC1=C(C(=O)OCc2ccccc2)C(c2ccc(Cl)cc2Cl)NC(=O)N1CCCC(=O)O (stereo not drawn)
-22.4	COc1ccc(Cl)cc1NC(=S)NCCc1ccc(F)cc1
15.8	CC1(OC(=O)C2CCCC2)C(=O)C=C2C=C3CCCCN3C=C2C1=O (stereo not drawn)
0.9	CCCSc1nc(C)c(C(C)=O)cc1C#N
6.0	Cc1ccccc1NC(=O)/C=C/c1ccc([N+](=O)[O-])s1
9.2	O=C(Oc1csc(=S)n1C(=O)c1ccccc1)c1ccccc1
-8.2	c1ccc2c(c1)oc1c(NCc3ccc4c(c3)OCO4)ncnc12
-6.9	CCOc1ccc(OCC)c(NC(=O)C2CCCN(c3nc(C)cc(C)n3)C2)c1 (stereo not drawn)
2.3	CCCOc1ccc(OCC(=O)c2[nH]c(C)c(C(C)=O)c2C)cc1
49.9*	CCOC(=O)N1CCN(S(=O)(=O)c2ccc(C(=O)NNc3nc4cc(C)cc(C)c4s3)cc2)CC1
25.9	CCc1ccc(S(=O)(=O)/N=C2/C=C(Sc3ncn[nH]3)C(=O)c3ccccc32)cc1
-7.2	C=CCn1c(SCC(=O)NCc2ccccc2)nnc1C1CCCCC1
-11.8	c1ccc(-c2noc(-c3ccc4ccccc4c3)n2)nc1
-0.4	O=C(Cc1cccs1)NCc1cccs1
2.9	Cc1ccc(S(=O)(=O)NNc2ccccc2)cc1
-6.8	CCn1nnc(NC(=O)COc2ccc(C3CCCCC3)cc2)n1
-22.1	COc1cccc(C2C=C(c3ccc(OC)cc3OC)Nc3nnnn32)c1 (stereo not drawn)
-17.3	O=C(C[C@H]1C[C@H](C(=O)N2CCCCC2)[C@@]2(CCc3ccccc3)c3[nH]c4cc(-c5ccco5)ccc4c3CCN2C1=O)NCCC1=CCCCC1
-15.8	Nc1nc(N2CCN(C(=O)c3ccco3)CC2)nc2ccc(Br)cc12
-17.1	Cc1ccccc1NC(=O)Cc1nc(COC(=O)c2ccc(S(C)(=O)=O)c([N+](=O)[O-])c2)cs1
-1.2	CN(C)P(=NC(=O)COc1ccc(Cl)cc1Cl)(N(C)C)N(C)C
-3.2	O=C(/C=C/c1ccccc1)c1ccccc1O
0.3	O=C(O)CCc1ccc(-c2ccccc2)n1-c1ccc(C(=O)O)cc1
2.8	Cc1cc(C(=O)CN2C(=O)NC(C)(c3ccccc3)C2=O)c(C)n1CC1CCCO1 (stereo not drawn)
-33.7	Cc1ccc(NC(=O)CN2CCCN(S(=O)(=O)c3ccc(Br)s3)CC2)cc1
6.9	CC(C)=CCCC1=CCC(/C(C)=N/NC(N)=O)CC1 (stereo not drawn)
1.5	Clc1nssc1=Nc1ccccc1
0.9	COc1ccccc1N1CCN(C(=O)c2cc(-c3ccc4c(c3)OCO4)on2)CC1
-22.3	CC(=O)C1C(c2cn(-c3ccccc3)nc2-c2cccs2)NC(=O)NC1(O)C(F)(F)F (stereo not drawn)
0.1	CCOC(=O)N1CCC(NC(=O)c2cc(S(=O)(=O)N(CC)CC)ccc2F)CC1
0.5	CCOC(=O)C1=C(C)NC(C)=C(C(=O)OCCNC(=O)c2cccnc2)C1c1cccc([N+](=O)[O-])c1 (stereo not drawn)
-1.2	CCOCCCn1c(=N)c(C(=O)NCc2ccc3c(c2)OCO3)cc2c(=O)n3cccc(C)c3nc21
-6.7	O=C(CN1CCN(CC(=O)Nc2ccc(OCc3ccccc3)cc2)CC1)Nc1ccc(F)cc1
-12.9	Cc1cc(Cl)cc2sc(NC(=O)c3ccco3)nc12
4.5	CCOC(=O)N1CC=C2C(C#N)=C(N)C(C#N)(C#N)[C@H](c3cccs3)[C@H]2C1
30.6	O=c1cc(-c2ccccc2)[nH]n1-c1ccc([N+](=O)[O-])cc1
-11.7	COc1cccc(C(=O)Nc2cccc3cccnc23)c1OC
-21.1	Cc1cc(C2C(C#N)=C(N)SC(N)=C2C#N)c(C)s1
-11.4	Cc1cc(C)cc(NC(=O)c2cccc(NC(=O)C3C4CC5OC(=O)C3C5C4)c2)c1 (stereo not drawn)
15.7	O=C(OCC(=O)N1CCN(C(=O)c2ccco2)CC1)c1cc(-c2ccco2)nc2ccccc12
-47.3	CC(C)N1CCc2c(sc(NC(=O)c3cc(-c4cccs4)nc4ccccc34)c2C(N)=O)C1
-6.4	CC(=O)Nc1ccc(S(=O)(=O)NCCC(=O)OCc2nc(N)nc(Nc3ccccc3C)n2)cc1
-5.3	O=C(NCC(=O)N(CCc1ccccc1)C(C(=O)NC1CCCC1)c1cccnc1)c1ccco1 (stereo not drawn)
7.8	O=C(CN1CCSCC1)N/N=C/c1ccc(F)cc1
-21.8	COc1ccc(NC(=O)CSc2nnc(Cc3cccs3)n2-c2ccc(C)cc2)cc1
-6.1	COCCCn1c(C)nc2c(c1=O)c1nc3ccccc3nc1n2CCc1ccccc1
9.6	Oc1cccc2cc3cccc(O)c3c(O)c12

A second format for part of the listing above.
SMILES: O=C(CN1CCSCC1)N/N=C/c1ccc(F)cc1
  HTRA1 inh: 7.8
SMILES: COc1ccc(NC(=O)CSc2nnc(Cc3cccs3)n2-c2ccc(C)cc2)cc1
  HTRA1 inh: -21.8
SMILES: COCCCn1c(C)nc2c(c1=O)c1nc3ccccc3nc1n2CCc1ccccc1
  HTRA1 inh: -6.1
SMILES: Oc1cccc2cc3cccc(O)c3c(O)c12
  HTRA1 inh: 9.6

Additional entries.
HTRA1 inh	compound
-7.7	CCn1nccc1C(=O)Nc1ccc(C)c(C)c1
-49.7	C[C@@H]1CN([C@H](C)CO)C(=O)c2cccc(NC(=O)NC3CCCCC3)c2O[C@@H]1CN(C)C(=O)Nc1ccc(C(F)(F)F)cc1
2.5	C=CCn1c(Cc2c[nH]c3ccccc23)nnc1SCC(=O)NCc1ccccc1
-0.9	CS(=O)(=O)c1ccc(Sc2nc3ccccc3s2)c([N+](=O)[O-])c1
6.5	CC(C)(C)C(=O)CC1(O)C(=O)N(Cc2ccccc2)c2ccccc21 (stereo not drawn)
-10.0	C#CCCOC(=O)N1C2=NC(C(=O)OC)=C(C(=O)OC)[C@@H]3N(Cc4ccccc4)c4ccccc4[C@]23C[C@H]1C(=O)OC
-35.0	CCOC(=O)[C@@H]1[C@H]2COc3cc(OC)ccc3[C@H]2N2C(=O)N(c3cccc(Cl)c3)C(=O)[C@]12C
-18.2	O=C(CSc1nc(-c2ccccc2)c(-c2ccccc2)[nH]1)Nc1nccs1
1.0	CCc1noc(C)c1C(=O)N1CCCC1
-8.0	COc1cccc(OCCSc2nc(N)cc(N)n2)c1
-7.6	C=CCn1c(/N=C/c2ccc(OC)cc2)nc2ccccc21
-13.8	O=S(=O)(c1ccc(Cl)cc1)c1nc(-c2ccccc2F)oc1NCCN1CCOCC1
-1.7	Cn1c(=O)oc2cc(S(=O)(=O)N3CCc4ccccc4C3)ccc21
-11.1	CC1=C(C(=O)OCC2CCCCC2)C(c2cccc(O)c2)NC(=O)N1 (stereo not drawn)
-6.6	COc1ccccc1NC(=O)CN1C(=O)C2(OCCCO2)c2ccccc21
-7.4	Cc1ccc(N(Cc2cc3cccc(C)c3[nH]c2=O)S(=O)(=O)c2ccccc2)c(C)c1
1.9	Cc1[nH]c2ccccc2c1/C=N/NC(=O)c1cccc(Br)c1
-33.8	COC(=O)C1=C(C)N(Cc2ccccc2)C(=NCc2cccc(Cl)c2)N[C@H]1c1cccc(F)c1
4.2	COc1ccc(N(CC(=O)NCc2ccco2)S(=O)(=O)c2ccc(C)cc2)cc1
4.5	CC(=O)c1ccc(NC(=S)NC(=O)/C=C/c2ccc(F)cc2)cc1
-4.5	O=C(Nc1cc2c(cc1Cl)-c1ccc([N+](=O)[O-])cc1C2=NO)C(F)(F)F
-5.1	C#CCOCCOCCOCCNc1nc(N2CCN(C(=O)[C@H](CCC(=O)O)n3cc(C(N)CO)nn3)CC2)nc(N2CCN(C(=O)[C@H](Cc3cc4ccccc4[nH]3)n3cc(C(N)[C@H](C)CC)nn3)CC2)n1 (stereo partly drawn)
-6.2	S=c1nn[nH]n1C12CC3CC(CC(C3)C1)C2
-2.5	O=C(C[C@@H]1C/C=C\C[C@H](NC(=O)OCC2c3ccccc3-c3ccccc32)C(=O)OC[C@H]2CCCN2C1=O)NCCO
-1.1	c1ccc2c(c1)[nH]c1c(N3CCC4(CC3)OCCO4)ncnc12

The closing 3 compounds of the section above are carried over, then new ones follow.
HTRA1 inh	compound
-6.2	S=c1nn[nH]n1C12CC3CC(CC(C3)C1)C2
-2.5	O=C(C[C@@H]1C/C=C\C[C@H](NC(=O)OCC2c3ccccc3-c3ccccc32)C(=O)OC[C@H]2CCCN2C1=O)NCCO
-1.1	c1ccc2c(c1)[nH]c1c(N3CCC4(CC3)OCCO4)ncnc12
-2.2	Cc1cc(OC(C)C(=O)N(Cc2ccco2)C2CCS(=O)(=O)C2)cc(C)c1Cl (stereo not drawn)
-6.7	COc1cccc(C2c3c(oc4cc(C)c(C)cc4c3=O)C(=O)N2CCCN(C)C)c1 (stereo not drawn)
3.3	Nc1ncnc2c1ncn2C1C=C(CO)C(O)C1O (stereo not drawn)
-11.8	CC(C)Cc1cc(-c2ccco2)c(C#N)c(N)n1
-1.4	N#C/C(=C(/O)COc1cccc2ccccc12)c1nc2ccccc2[nH]1
-13.5	O=Cc1ccc(Sc2nnc(-c3ccccc3)o2)c([N+](=O)[O-])c1
-3.0	COc1ccc(-c2sc3cc4c(cc3c2-c2ccc(OCCN3CCCCC3)cc2)OCO4)cc1
-9.7	Cc1ccc(NC(=O)CCc2nc3sc4c(c3c(=O)[nH]2)CCCC4)nc1
9.4	NC1C2CN(c3nc4c(cc3F)c(=O)c(C(=O)O)cn4-c3ccc(F)cc3F)CC12 (stereo not drawn)
1.3	OC(CN1CCN(c2ccc(C(F)(F)F)cn2)CC1)c1ccccc1 (stereo not drawn)
26.8	COc1ccc(C(NC(C)=O)c2ccc3cccnc3c2O)c(OC)c1 (stereo not drawn)
5.6	O=C(Nc1ccccn1)c1ccc(C(=O)Nc2ccccn2)cc1
-3.0	COc1ccc(/C=C2\Oc3cc(OCC(=O)N4CCC[C@H]4C(=O)O)ccc3C2=O)cc1OC
1.0	O=C(NCc1ccc2c(c1)OCO2)c1ccc(N2C(=O)C3CCCCC3C2=O)cc1 (stereo not drawn)
-4.1	Cc1cc(O)c(C(C[N+](=O)[O-])c2ccc(Cl)cc2Cl)c(=O)o1 (stereo not drawn)
6.5	O=C(O)C1Nc2c(C(=O)N3CCOCC3)cccc2C2C=CCC12 (stereo not drawn)
2.6	Cc1cccc(NC(=O)CSCc2cc(=O)n3ccsc3n2)c1C
8.6	O=C1C(=O)N(c2ccccn2)C(c2cccc(F)c2)/C1=C(/O)c1ccccc1 (stereo not drawn)
-59.2	COc1ccc2cc3cc(C(=O)N4CC(C)CC(C)C4)oc3nc2c1 (stereo not drawn)
4.8	COc1ccc(NS(=O)(=O)c2cc3c4c(c2)CCN4C(=O)CC3)cc1OC
-3.6	S=C(Nc1ccccc1)Nc1ccc(Cl)cn1
-2.1	CC1Oc2ccccc2N(CC(=O)c2ccccc2)C1=O (stereo not drawn)
6.2	Cc1c(NC(=O)CN2C(=O)NC(C)(c3ccccc3Cl)C2=O)c(=O)n(-c2ccccc2)n1C (stereo not drawn)
3.4	Cc1[nH]nc2c1C1(CCOCC1)C(C#N)=C(N)O2
-6.8	Cc1noc(C)c1C(c1ccccc1)c1ccccc1
8.4	N#Cc1c(NCCN)nc(NCc2ccccc2)c2c1CCN(Cc1ccccc1)C2
-8.3	COc1ccc(NC(=S)N(CCO)Cc2ccccc2)cc1
-13.3	CCCCN1C(=O)C2ON(c3ccccc3C)C(c3ccco3)C2C1=O (stereo not drawn)
8.6	CON(C)C(=O)CCC1CCCN1C(=O)OC(C)(C)C (stereo not drawn)
4.3	COC1=C/C(=C/c2c(N)n3nc(CC(=O)N4CCCCC4)sc3nc2=O)C=CC1=O
3.3	CN1C(=O)[C@H]2[C@@H](c3ccc(F)cc3)N3C(=O)c4ccccc4NC(=O)[C@@]3(C)[C@H]2C1=O
-1.0	CN1CCN(c2ccc([N+](=O)[O-])cc2NC(=O)c2ccccc2Cl)CC1
36.9*	Nc1c(N2CCCC2)cc(Cl)c2nonc12
-9.8	CC(CCc1ccccc1)NC(=O)c1cc2sccc2n1C (stereo not drawn)
-6.5	CCCCOc1ccc(C(=O)NCCc2cccs2)cc1
-0.4	Cc1ccc(C(=O)NNC(=S)Nc2cccc(Cl)c2Cl)cc1[N+](=O)[O-]
6.1	C=CCc1c(C)nc2c(C(=O)O)cnn2c1C
-1.6	Cc1oc(/N=C/c2cccc3ccccc23)c(C#N)c1C
-0.1	COc1ccc(C2=CC(c3ccco3)n3ncnc3N2)cc1 (stereo not drawn)
-7.7	CCN(CC)S(=O)(=O)c1cccc(NC(=O)COC(=O)CCc2nc3ccccc3s2)c1
4.2	Cc1ccc(NC(=O)C(=Cc2ccc(C(=O)O)cc2)C(=O)Nc2ccc(C)cc2C)c(C)c1
-54.6	COc1ccccc1N(CC(=O)N/N=C/c1ccc(OCC(=O)NCc2ccco2)cc1)S(=O)(=O)c1ccc(C)cc1
-3.0	Nc1c(S(=O)(=O)c2cccs2)c2nc3ccccc3nc2n1CC1CCCO1 (stereo not drawn)
1.5	CC(OC(=O)CSc1ccc([N+](=O)[O-])cc1)C(=O)NCc1ccccc1 (stereo not drawn)
-2.3	CCn1c(SCC(=O)Nc2cccc(NC(=O)c3cccs3)c2)nnc1-c1ccncc1

4 records picked at random from the list so far:
HTRA1 inh	compound
-54.6	COc1ccccc1N(CC(=O)N/N=C/c1ccc(OCC(=O)NCc2ccco2)cc1)S(=O)(=O)c1ccc(C)cc1
-3.0	Nc1c(S(=O)(=O)c2cccs2)c2nc3ccccc3nc2n1CC1CCCO1 (stereo not drawn)
4.3	COC1=C/C(=C/c2c(N)n3nc(CC(=O)N4CCCCC4)sc3nc2=O)C=CC1=O
-7.7	CCN(CC)S(=O)(=O)c1cccc(NC(=O)COC(=O)CCc2nc3ccccc3s2)c1
